CF NFkB block = cystic fibrosis NF-kB activation inhibition; KKLEB NF-kB-GFP reporter, PAF-induced, GFP fluorescence overnight; inhibition, % at 5 µM; 0.86% of 360,000 active; AID 588850;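 active means at least 50% inhibition at 5 µM, scaled per plate between neutral and stimulator controls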;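 further: PAF is a Pseudomonas aeruginosa culture filtrate used as stimulus; plate controls were PAF-stimulated DMSO wells for no effect and unstimulated DMSO wells for full effect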
SRC3 inh = human NCOA3 inhibition; Q9Y6Q9; HEK293 GAL4-SRC3 luciferase reporter, luminescence; 0.17% of 360,000 active; inhibition, % at 3.6 µM;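 active means inhibition above a per-campaign cutoff, the mean of all compounds plus 3 SD, cut at about 60% in these data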;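 further: 0% = DMSO-treated cells and 100% = gossypol-treated cells at 36 µM; higher means less SRC3-driven luciferase light from the GAL4 reporter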
NCOA1 inh = inhibitors of human steroid receptor coactivator 1 (SRC1); HEK293 GAL4-SRC1 luciferase reporter, luminescence; 0.12% of 360,000 active; Q15788; AID 588354; inhibition, % at 3.6 µM;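 active means inhibition above the campaign mean plus 3 SD, with each screening campaign given its own cutoff, cut at about 60% in these data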;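 further: 0% = DMSO treated cells and 100% = gossypol at 36 µM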
Shn3 inh set2 = inhibitors of Schnurri-3 3'UTR reporter in osteoblasts; 0.52% of 360,000 active; inhibition, % at 12.5 µM; Clone20 osteoblast Shn3 3'UTR firefly luciferase, 24 h;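 active means mean inhibition of at least 75% with every replicate also reaching 75%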;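 further: 0% = median of neutral control wells and 100% = pilot-screen positive control compound; some compounds past the cut are filed as inactive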
TROY signal inh = inhibitors of TROY-dependent NF-kB signaling; Q293 LMP1-TROYcd NF-kB luciferase reporter, 4 h; inhibition, % at 10 µM; 0.98% of 360,000 active; AID 1347056;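 active means compounds whose plate-normalised and pattern-corrected inhibition of the luciferase reporter signal at the single screening dose is 50% or more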
LRH-1 inv ag = NR5A2 inverse agonism in reporter assay; O00482; HEK293T StAR-luciferase reporter, LRH-1 transfected, 24 h; AID 602396; 0.13% of 360,000 active; inhibition, % at 3.6 µM;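 active means inhibition above the mean inhibition of all tested compounds plus 3 SD, cut at about 73% in these data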;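 further: 0% = DMSO wells and 100% = reporter-only cells lacking LRH-1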
COUP-TFII inh = inhibitors of human COUP-TFII (NR2F2) | P24468 | HEK293T NGFI-A luciferase reporter, luminescence | inhibition, % at 8.6 µM | 0.7% of 370,000 active;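 active means inhibition above a per-plate cutoff, mean inhibition of test wells between control levels plus 3 SD, cut at about 38% in these data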;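 further: cells cotransfected with COUP-TFII expression vector driving the NGFI-A reporter; 0% = median of COUP-TF2 test wells and 100% = reporter-only cells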
KKLEB tox = reduces viability of KKLEB cystic fibrosis airway cells. 0.36% of 360,000 active. KKLEB CF airway cells viability, ATPlite luminescence, overnight; active compounds read low; cells stimulated with P. aeruginosa culture filtrate. activity change (cytotoxicity), % at 5 µM;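 active means corrected activity change at or below -50% at 5 µM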
EBV LMP1 NFkB = reduces LMP1-driven NF-kappaB luciferase signal. LMP1-induced NF-kappaB luciferase reporter cells, luminescence. inhibition, % at 12.5 µM. 0.69% of 350,000 active. AID 504558; in the data active means inhibition above about 41%;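 further: 0% = neutral control wells and 100% = reference inhibitor control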
TRAIL sens C8 = sensitizes caspase-8 expressing cells to TRAIL. NB7+C8 cells + TRAIL, ATPlite viability luminescence. inhibition (viability loss, TRAIL sensitization), % at 10 µM. 1% of 360,000 active. AID 624354;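 active means compounds causing at least 50% loss of cell viability in the single-dose screen, relative to plate controls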
TWEAK Fn14 block = blocks TWEAK-Fn14 interaction in a reporter cell assay. inhibition, % at 10 µM. 2% of 360,000 active. AID 1159606. TWEAK-stimulated Fn14 reporter cells, luciferase luminescence, 8 h; in the data active means inhibition above about 50%
Active calls of the source: *; nt = not tested or not shown.

SMILES | CF NFkB block | SRC3 inh | NCOA1 inh | Shn3 inh set2 | TROY signal inh | LRH-1 inv ag | COUP-TFII inh | KKLEB tox | EBV LMP1 NFkB | TRAIL sens C8 | TWEAK Fn14 block
Cc1nnc(NN2CCOCC2)[nH]c1=O | 11 | -12 | 14 | -18 | -17 | 9 | 9 | -1 | 7 | 5 | 14
O=C1CC(C(=O)Nc2ccccc2)N=C(N2CCOCC2)N1 (stereo unspecified) | -14 | 0 | -1 | 6 | 24 | -17 | -5 | -2 | 7 | -9 | -23
COc1cc(OC)cc(-c2c(-c3cccs3)c3cc(-c4ccn[nH]4)ccc3n2C)c1 | -25 | 4 | -6 | -3 | -52 | 5 | 9 | 7 | -10 | 11 | -38
C#Cc1cccc(NC(=O)c2ccc3c(c2)C(=O)N(Cc2cccnc2)C3=O)c1 | -16 | -8 | -22 | 8 | -4 | 8 | 5 | 4 | -8 | -2 | -18
O=C(NCc1ccco1)c1nnc(Cc2ccc(Cl)cc2)o1 | -6 | -19 | 8 | -11 | -12 | 11 | 1 | -13 | -6 | 6 | 1
CCOc1ncccc1C(=O)OCC(=O)Nc1cc(S(=O)(=O)N2CCCCC2)ccc1Cl | 20 | -1 | 0 | 22 | 24 | -28 | 0 | 5 | -1 | 1 | 12
Cc1nn(C)cc1/C=C/C(=O)c1ccccc1 | 3 | -75 | -104 | -57 | -16 | -99 | -39 | -12 | -29 | 36 | 39
CCOc1ccc(-c2nc(CSCC(=O)NCCCN3CCCC3=O)c(C)o2)cc1 | 0 | -9 | 9 | -5 | -16 | 2 | 27 | 3 | -4 | -3 | 5
O=C(N/N=C/c1cn(-c2ccccc2)nc1-c1ccc(F)cc1)c1ccc(Br)o1 | -20 | -25 | -30 | 14 | 13 | -38 | 1 | -2 | 12 | 25 | 53*
CCCCOc1cccc(C(=O)NC(=S)Nc2ccc(Cl)c(C(=O)O)c2)c1 | 18 | 8 | 0 | 4 | -45 | -9 | 0 | -11 | -6 | -4 | -8
COc1ccc(Nc2nc(N)nc(CSC(=S)N3CCN(C)CC3)n2)cc1 | 8 | 1 | -36 | -16 | -26 | -20 | 10 | 0 | -5 | -8 | -54
[N-]=[N+]=NC(c1ccccc1)c1nc2ccccc2[nH]c1=O (stereo unspecified) | -9 | -11 | -23 | 70 | -7 | -1 | -4 | 0 | 4 | -18 | 8
COc1ccc(NC(=O)C2CC3C=CC2C3)c([N+](=O)[O-])c1 (stereo unspecified) | -32 | -17 | -13 | -11 | -34 | 13 | -3 | 18 | -5 | -14 | 6
CC(C)CC(=O)Nc1ncnc2c1C(=O)CC(C)(C)C2 | -11 | 4 | -29 | -12 | 9 | -22 | -4 | 5 | -9 | 11 | -15
CC(C)(C)CC(C)(C)NC(=S)Nc1ccc2nc(-c3ccccn3)c(-c3ccccn3)nc2c1 | -10 | -9 | -20 | 40 | 9 | 3 | 9 | -12 | 2 | 9 | 11
COc1ccc(NC(=S)NCc2cccs2)cc1 | 16 | -15 | -16 | -5 | 1 | -16 | 25 | 3 | 57* | -8 | -6
CC(C)(C)[C@@H]1COC(=O)[C@H](Cc2ccc(F)cc2)C/C=C\C[C@H](CC(=O)N(CCO)Cc2ccccc2)C(=O)N1 | 5 | 5 | -4 | 7 | 14 | 6 | 2 | 13 | 1 | 13 | 28
O=C(Nc1ccccc1)c1ccccc1O | -16 | -50 | -157 | -19 | -74 | -43 | -31 | -7 | -3 | 11 | -6
COc1ccc2nc(NC(=O)c3cc(S(=O)(=O)N4CCOCC4)ccc3C)sc2c1 | 4 | 7 | -15 | 10 | -2 | 18 | -1 | -5 | -1 | 4 | -4
CC(=O)Nc1ccc(C2CC(c3ccc(Cl)cc3)=NN2c2ccccc2)cc1 (stereo unspecified) | -36 | -21 | -11 | -12 | -22 | 3 | 7 | 2 | -6 | -2 | 0
Cc1ccc(C(=O)NCC(=O)NNC(=O)CN(C)S(=O)(=O)c2ccc(Cl)cc2)s1 | -12 | -2 | -5 | -7 | -6 | 26 | 10 | 26 | 1 | -2 | 20
CC(C)CNS(=O)(=O)c1ccc(OCC(=O)NCc2ccco2)cc1 | 8 | 8 | -9 | -23 | -9 | -4 | -20 | -14 | -7 | -6 | 3
C[C@@H](NC(=O)[C@@H]1CCCN1C(=O)[C@@H]1CCCN1C(=O)c1cccc2ccccc12)c1ccccc1 | nt | nt | nt | nt | -5 | -1 | -3 | nt | nt | 0 | 16
O=C(CSc1ccc(F)cc1)NCC1(N2CCOCC2)CCCCC1 | -6 | 11 | -14 | -7 | -6 | -4 | 11 | 9 | -3 | 6 | 19
COc1cc2[nH]cc(C(=O)NCc3cccs3)c(=O)c2cc1OC | -40 | 22 | 2 | -15 | 1 | 2 | -12 | 18 | 2 | 16 | -89

Shown as a hit in TWEAK Fn14 block (from the list above):
structure	CF NFkB block	SRC3 inh	NCOA1 inh	Shn3 inh set2	LRH-1 inv ag	COUP-TFII inh	EBV LMP1 NFkB	TWEAK Fn14 block
O=C(N/N=C/c1cn(-c2ccccc2)nc1-c1ccc(F)cc1)c1ccc(Br)o1	-20	-25	-30	14	-38	1	12	53*

The listing picks up with the 3 entries that preceded the break.
SMILES | CF NFkB block | SRC3 inh | NCOA1 inh | Shn3 inh set2 | TROY signal inh | LRH-1 inv ag | COUP-TFII inh | KKLEB tox | EBV LMP1 NFkB | TRAIL sens C8 | TWEAK Fn14 block
C[C@@H](NC(=O)[C@@H]1CCCN1C(=O)[C@@H]1CCCN1C(=O)c1cccc2ccccc12)c1ccccc1 | nt | nt | nt | nt | -5 | -1 | -3 | nt | nt | 0 | 16
O=C(CSc1ccc(F)cc1)NCC1(N2CCOCC2)CCCCC1 | -6 | 11 | -14 | -7 | -6 | -4 | 11 | 9 | -3 | 6 | 19
COc1cc2[nH]cc(C(=O)NCc3cccs3)c(=O)c2cc1OC | -40 | 22 | 2 | -15 | 1 | 2 | -12 | 18 | 2 | 16 | -89
NC(=O)/C(=C/c1cccnc1)NC(=O)c1ccccc1 | 2 | 5 | 12 | nt | -19 | 6 | 7 | 8 | 2 | 4 | -12
CC1CCCCN1C(=O)Cn1c(=O)oc2cc(S(=O)(=O)N3CCCCC3)ccc21 (stereo unspecified) | -6 | 15 | 14 | -10 | 12 | -3 | 5 | 0 | 4 | -9 | -5
CCc1ccc(NC(=O)Cn2ccn(-c3cccc(Cl)c3)c(=O)c2=O)cc1 | -10 | -4 | 8 | 15 | -6 | 9 | 1 | 0 | -8 | 11 | -7
CC1(C)CC2CC(C)(CN2C(=O)COC(=O)c2cncc(Br)c2)C1 (stereo unspecified) | -6 | -29 | -9 | 2 | -3 | -26 | -8 | 9 | -4 | -7 | 6
CC(=O)Nc1ccc(NC(=O)CSc2ncc(C(=O)Nc3ccccc3)c(=O)n2C)cc1 | 2 | 1 | -19 | -24 | -3 | 23 | -10 | -8 | -29 | 0 | 30
CCCCOc1ccc(C(=O)Nc2ccc(N3CCN(C(=O)C(C)C)CC3)cc2)cc1 | -7 | 8 | 3 | 25 | 23 | 4 | 7 | 8 | 12 | 12 | 59*
COCC(=O)N1CCCN(c2nc3c(C)cccc3cc2C#N)CC1 | -7 | -8 | -7 | -21 | -9 | 23 | 13 | 14 | 3 | -1 | -5
Cc1cc(C(F)(F)F)n2ncc(-c3ccc(F)cc3)c2n1 | -5 | 15 | -12 | 4 | -15 | -1 | -20 | 3 | 5 | 2 | -15
COC(=O)c1cccc(S(=O)(=O)N2CCOCC2)c1 | 4 | -20 | -19 | 5 | -9 | -4 | 19 | 3 | 3 | -17 | -1
CCCCCn1nnnc1-c1nc2cc3ccccc3cc2[nH]c1=O | nt | nt | nt | nt | -4 | 4 | -1 | nt | nt | 9 | -12
Cc1ccccc1CN(C)C(C)C(=O)NCc1ccccc1 (stereo unspecified) | -4 | 22 | -17 | 5 | 1 | 14 | 14 | -3 | 1 | 7 | 3
COc1ccccc1COC(=O)C(NC(=O)c1ccc(C)cc1)C(C)C (stereo unspecified) | 6 | 21 | -63 | -19 | 5 | -9 | -1 | -5 | 6 | 2 | -12
CCNC(=S)Nc1cc2oc3ccccc3c2cc1OC | 15 | 13 | 8 | -21 | -43 | -30 | -13 | 4 | -5 | 5 | 1
Cc1cccc(C)c1NC(=O)CN1CCN(CC(=O)c2cc(C)n(C3CC3)c2C)CC1 | -17 | 19 | -20 | 5 | -2 | -7 | 3 | -22 | 6 | 9 | 20
Cc1ccc(NC(=O)COc2ncnc3ccccc23)cc1S(=O)(=O)N1CCOCC1 | -2 | 13 | -20 | 0 | 13 | -11 | 19 | 1 | -1 | -3 | 13
CCCSc1nc2sc3c(c2c(=O)[nH]1)CC(C)CC3 (stereo unspecified) | 9 | 3 | 6 | -34 | -28 | 9 | -12 | -13 | -16 | 0 | -5
COc1ccccc1NC(=O)c1sc2ncn(CC(=O)Nc3ccccc3)c(=O)c2c1C | 7 | -17 | -25 | 23 | 15 | -9 | 2 | 2 | 3 | 20 | -60
CC(=O)N1c2ccc(S(=O)(=O)N3CCCC(C(=O)NC4CCCC(C)C4C)C3)cc2CC1C (stereo unspecified) | 13 | 23 | -24 | 36 | 6 | 1 | 3 | -19 | 2 | -10 | 9
O=C(c1cccc(Br)c1)N1CCN(S(=O)(=O)N2CCCCC2)CC1 | -8 | 11 | -17 | -11 | -6 | -6 | -25 | 4 | -7 | 2 | 22
CC1CCCC(NC(=O)COC(=O)c2ccc([N+](=O)[O-])o2)C1C (stereo unspecified) | -22 | 9 | -10 | -8 | 1 | 0 | -5 | 2 | -9 | 1 | -4

Just LRH-1 inv ag and SRC3 inh, for 7 of the compounds above:
| smiles | LRH-1 inv ag | SRC3 inh |
| --- | --- | --- |
| COc1ccc2nc(NC(=O)c3cc(S(=O)(=O)N4CCOCC4)ccc3C)sc2c1 | 18 | 7 |
| Cc1nn(C)cc1/C=C/C(=O)c1ccccc1 | -99 | -75 |
| CCCCOc1cccc(C(=O)NC(=S)Nc2ccc(Cl)c(C(=O)O)c2)c1 | -9 | 8 |
| COc1cc(OC)cc(-c2c(-c3cccs3)c3cc(-c4ccn[nH]4)ccc3n2C)c1 | 5 | 4 |
| O=C1CC(C(=O)Nc2ccccc2)N=C(N2CCOCC2)N1 (stereo unspecified) | -17 | 0 |
| CCOc1ncccc1C(=O)OCC(=O)Nc1cc(S(=O)(=O)N2CCCCC2)ccc1Cl | -28 | -1 |
| COc1ccc(NC(=O)C2CC3C=CC2C3)c([N+](=O)[O-])c1 (stereo unspecified) | 13 | -17 |

From PubChem

Some of the compounds tested, so the mix of outcomes need not match the whole.
